Screens as filed in PubChem BioAssay.
Htt clearance – mutant huntingtin protein clearance; inhibition, % at 1.5 µM; HeLa Exon1htt(103Q)mCFP, aggregate imaging; zero = plate's median compound well; hit rate 0.42% among 47,000;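 active = inhibition of aggregate fluorescence above about 70%, also judged a hit by eye on the cell image, limit read from the data, passing the limit was not always enough; inconclusive = no rule stated for this call; inactive = not judged a hit on image review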;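 note: cells exposed to compound for three days before fixation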
Htt clearance grain fraction – recorded beside Htt clearance, whose call it bears; fraction fluorescence in grains; measured here: aggregate grain fluorescence fraction; stronger effect = lower value;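 scaled fraction of total cell fluorescence in grains with unit not stated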
The depositor's hits bear a star; ? = inconclusive; / = not tested or not shown. An excerpt. The share of hits here may be higher or lower than overall.

Htt clearance | Htt clearance grain fraction | Compound
-32 | 49 | O=c1cc(N2CCOCC2)[nH]c(=O)n1-c1ccc(Br)cc1
-18 | 42 | O=C(O)CCC(=O)N1CCC(C(=O)c2cccc(Cl)c2)CC1
4 | 16 | CCOC(=O)c1[nH]c(C)c(C(=O)NCC2CCCO2)c1C (stereo not given)
-131 | 44 | CCC(CC)n1[nH]c(=O)c2c(C)cc(C)nc21
63 | 15 | COc1ccc(-c2cc(C(=O)Nc3cc(C)n(Cc4ccc(Cl)cc4)n3)no2)cc1OC
-28 | 47 | O=C(NCCc1ccc(Cl)cc1)C1CCN(S(=O)(=O)N2CCC3(CC2)OCCO3)CC1
-38 | 58 | CCCCN(CCCC)C1=Nc2ccccc2N/C1=C(/C#N)C(=O)OCC
-19 | 45 | CSc1ccccc1C(=O)Nc1cccc(C)c1
17 | 33 | CC(=O)N(C)c1nnc(-c2cnccn2)s1
-20 | 24 | CCn1nnnc1SCC(=O)Nc1ccc2c(c1)OCCO2
-8 | 39 | O=C(OCCN1C(=O)c2ccccc2C1=O)c1cnccn1
30 | 13 | C=Cn1c(C(=O)O)cc(CC)c1-c1ccccc1
22 | 14 | COC(=O)n1c(=S)oc2cc(Cl)ccc21
-16 | 44 | CCOc1ccc(NC(=O)C2CC(C)=C(C)CC2C(=O)O)cc1 (stereo not given)
11 | 40 | CCOC(=O)N1CCN(C(=O)c2cc3c(-c4ccc(Cl)cc4)nn(C)c3s2)CC1
5 | 29 | CCCOP(=O)(OCCC)C(Nc1ccc(C(C)C)cc1)c1ccc([N+](=O)[O-])cc1 (stereo not given)
37 | 25 | O=C(c1ccccc1)N1CCSC1=S
-56 | 56 | Cc1ccc(OCCNS(=O)(=O)c2ccc(N3CCCC3=O)cc2)cc1C
-68 | 33 | Cc1c(=O)n(OCc2ccccc2F)c2ccccc2[n+]1[O-]
-10 | 18 | CN1CCN(S(=O)(=O)c2ccc(NC(=O)C3CCCCC3)cc2)CC1
16 | 25 | Cc1ccc(S(=O)(=O)Cn2nnnc2CN2CCOCC2)cc1
0 | 39 | O=C(NCc1cccc(C(F)(F)F)c1)C1CC(c2c(Cl)cccc2Cl)=NO1 (stereo not given)
-16 | 47 | O=C(O)[C@H](Cc1ccccc1)N1C(=O)c2ccncc2C1=O
-8 | 21 | c1ccc(CCNc2ncnc3nc[nH]c23)cc1
-29 | 48 | C=CCn1c(SCc2cccnc2)nnc1-c1ccncc1
-34 | 52 | CCCc1cc(=O)[nH]c(SCC(=O)Nc2nonc2N)n1
-78 | 32 | CN1C(=O)CSc2ccc(NC(=O)N3CCc4ccccc43)cc21
57 | 14 | O=C(NCCCN1CCN(c2ccc(F)cc2)CC1)c1cccc(N2CCCC2=O)c1
-18 | 23 | CC(C)OC(=O)CSc1nnc(Cc2ccccc2)n1Cc1ccco1
-14 | 18 | O=C1CC(SCc2nc3ccccc3[nH]2)C(=O)N1c1ccc(F)c(Cl)c1 (stereo not given)
-36 | 61 | CCOC(=O)CN1Cc2cccc(C(=O)O)c2C1=O
-16 | 38 | O=c1c2c(nc3cc(-c4ccccc4)[nH]n13)CCC2
-21 | 44 | CCOc1ccc(N(Cc2cc3cc(OC)ccc3[nH]c2=O)S(C)(=O)=O)cc1
13 | 17 | COC(=O)c1ccccc1NC(=O)CSc1nnc(-c2cccnc2)n1C
27 | 16 | O=C(CSc1ncccc1-c1nc2ccccc2[nH]1)N1CCCCC1
37 | 13 | Cc1ccc2c(N)c(C)ccc2c1
-4 | 41 | CCOC(=O)c1[nH]c(C)c(C(=O)Nc2cccc(Cl)c2C)c1C
-6 | 21 | O=C(O)CCC(=O)N1CCc2cc(S(=O)(=O)N(CCc3ccccc3)Cc3ccccc3)ccc21
22 | 30 | CCCCOc1ccc(C2(C(=O)O)CCCC2)cc1
9 | 17 | CC1(C)Cc2ccccc2-c2c1c(=O)n(-c1ccccc1)c1nnnn21
-14 | 42 | C[n+]1cccc(CNC(=O)/C=N/O)c1
16 | 31 | Cc1n[nH]c(C)c1C(=O)CC1(O)C(=O)N(CCc2ccccc2)c2ccc(Cl)cc21 (stereo not given)
22 | 15 | CS(=O)(=O)N(CC(=O)NC1CCCC1)c1cccc(F)c1
36 | 25 | N#Cc1nc(Cc2ccccc2)oc1NCCCn1ccnc1
6 | 18 | CCOC(=O)c1ccc(NC(=O)C2C3CCC(C3)C2C(=O)O)cc1 (stereo not given)
-32 | 27 | O=C(C1CCCCC1)N1CCCn2c1nc1ccccc12
? | / | Cc1nc2sc(C(c3ccc(Cl)cc3)N3CC(C)OC(C)C3)c(O)n2n1 (stereo not given)
-89 | 37 | C=CCOc1c(CNc2ncn[nH]2)cccc1OCC
-8 | 19 | O=C(c1cccs1)N1CCN(S(=O)(=O)Cc2ccccc2)CC1
-202 | 93 | COc1ccc(NC(=O)C(C)N(c2ccc(C)cc2)S(C)(=O)=O)cc1 (stereo not given)
58 | 13 | CCCCn1c(SCC(=O)N2CCCCC2)nc2cc(S(N)(=O)=O)ccc21
51 | 9.9 | CC1=C(C(=O)OC2CCCCC2)C(c2ccco2)C2=C(CC(C)(C)CC2=O)N1 (stereo not given)
-12 | 48 | CCCCC(=O)NC(=S)Nc1ccccc1C(=O)Nc1ccccc1
6 | 33 | COc1ccc(S(=O)(=O)N2CC(O)CC2C(=O)OCC(=O)Nc2ccc(Cl)cn2)cc1 (stereo not given)
-4 | 20 | C#CCSc1nc(-c2cccs2)ccc1C#N
16 | 16 | c1ccc2c(c1)oc1c(NCCN3CCOCC3)ncnc12
-4 | 19 | O=C(O)C1C2C=CC(C2)C1C(=O)Nc1ccc(C(=O)N2CCCCC2)cc1 (stereo not given)
-18 | 22 | Cc1ccc2c(c1)CCCN2C(=O)c1c(C)noc1C
-42 | 53 | CC(=O)Nc1ccc(S(=O)(=O)Nc2c(C)nn(-c3ccccc3)c2C)cc1
-44 | 27 | Cc1c(C(=O)Nn2cnnc2)oc2ccccc12

(cont.)
Htt clearance | Htt clearance grain fraction | Compound
-12 | 37 | C=CCNC(=O)CSc1nc2sc(C)c(C)c2c(=O)[nH]1
18 | 30 | COc1ccc2oc(=O)c(NC(=O)C3CCCCC3)cc2c1
27 | 27 | CCc1nnc(NC(=O)c2ccc(S(=O)(=O)N3CCCCCC3)cc2)s1
-187 | 49 | Cc1cc(C)cc(C(=O)N2CCC(C(N)=O)CC2)c1
-8 | 40 | CC(=O)Nc1ccc(-c2ccccc2)s1
-18 | 42 | O=C1C2ON(c3ccccc3)C(c3ccncc3)C2C(=O)N1c1ccccc1 (stereo not given)
18 | 17 | CC(=O)Nc1cc(C(N)=O)c(Cl)cc1Cl
19 | 15 | COCCn1c(SCC(=O)c2ccc3c(c2)OCCO3)nnc1C(C)C
31 | 24 | COc1cccc(-n2cc(C(=O)O)c3ccccc3c2=O)c1
-8 | 21 | Cc1noc(C)c1C(=O)Nc1c(F)cc(F)cc1Br
62 | 16 | CCS(=O)(=O)N1CCCC(C(=O)NC2CCC(C)CC2)C1 (stereo not given)
9 | 34 | Fc1ccc(-c2cc(C(F)(F)F)nc(N3CCCCC3)n2)cc1
-38 | 28 | CCOC(=O)C1CCN(C(=O)CCCN2C(=O)c3ccccc3C2=O)CC1
4 | 29 | CCOC(=O)c1cnc(-c2ccccc2)nc1Oc1ccccc1
-15 | 24 | CC1=C(C)CS(=O)N(S(=O)(=O)c2ccc(Cl)cc2)C1 (stereo not given)

For reference, some entries already given:
Htt clearance | Htt clearance grain fraction | Compound
36 | 25 | N#Cc1nc(Cc2ccccc2)oc1NCCCn1ccnc1
6 | 18 | CCOC(=O)c1ccc(NC(=O)C2C3CCC(C3)C2C(=O)O)cc1 (stereo not given)
-32 | 27 | O=C(C1CCCCC1)N1CCCn2c1nc1ccccc12
? | / | Cc1nc2sc(C(c3ccc(Cl)cc3)N3CC(C)OC(C)C3)c(O)n2n1 (stereo not given)
-89 | 37 | C=CCOc1c(CNc2ncn[nH]2)cccc1OCC
-8 | 19 | O=C(c1cccs1)N1CCN(S(=O)(=O)Cc2ccccc2)CC1
-202 | 93 | COc1ccc(NC(=O)C(C)N(c2ccc(C)cc2)S(C)(=O)=O)cc1 (stereo not given)
58 | 13 | CCCCn1c(SCC(=O)N2CCCCC2)nc2cc(S(N)(=O)=O)ccc21
51 | 9.9 | CC1=C(C(=O)OC2CCCCC2)C(c2ccco2)C2=C(CC(C)(C)CC2=O)N1 (stereo not given)
-12 | 48 | CCCCC(=O)NC(=S)Nc1ccccc1C(=O)Nc1ccccc1
6 | 33 | COc1ccc(S(=O)(=O)N2CC(O)CC2C(=O)OCC(=O)Nc2ccc(Cl)cn2)cc1 (stereo not given)
-4 | 20 | C#CCSc1nc(-c2cccs2)ccc1C#N
16 | 16 | c1ccc2c(c1)oc1c(NCCN3CCOCC3)ncnc12
-4 | 19 | O=C(O)C1C2C=CC(C2)C1C(=O)Nc1ccc(C(=O)N2CCCCC2)cc1 (stereo not given)
-18 | 22 | Cc1ccc2c(c1)CCCN2C(=O)c1c(C)noc1C
-42 | 53 | CC(=O)Nc1ccc(S(=O)(=O)Nc2c(C)nn(-c3ccccc3)c2C)cc1
-44 | 27 | Cc1c(C(=O)Nn2cnnc2)oc2ccccc12
-12 | 37 | C=CCNC(=O)CSc1nc2sc(C)c(C)c2c(=O)[nH]1
18 | 30 | COc1ccc2oc(=O)c(NC(=O)C3CCCCC3)cc2c1
27 | 27 | CCc1nnc(NC(=O)c2ccc(S(=O)(=O)N3CCCCCC3)cc2)s1
-187 | 49 | Cc1cc(C)cc(C(=O)N2CCC(C(N)=O)CC2)c1
-8 | 40 | CC(=O)Nc1ccc(-c2ccccc2)s1
-18 | 42 | O=C1C2ON(c3ccccc3)C(c3ccncc3)C2C(=O)N1c1ccccc1 (stereo not given)
18 | 17 | CC(=O)Nc1cc(C(N)=O)c(Cl)cc1Cl
19 | 15 | COCCn1c(SCC(=O)c2ccc3c(c2)OCCO3)nnc1C(C)C
31 | 24 | COc1cccc(-n2cc(C(=O)O)c3ccccc3c2=O)c1
-8 | 21 | Cc1noc(C)c1C(=O)Nc1c(F)cc(F)cc1Br
62 | 16 | CCS(=O)(=O)N1CCCC(C(=O)NC2CCC(C)CC2)C1 (stereo not given)
9 | 34 | Fc1ccc(-c2cc(C(F)(F)F)nc(N3CCCCC3)n2)cc1
-38 | 28 | CCOC(=O)C1CCN(C(=O)CCCN2C(=O)c3ccccc3C2=O)CC1

Other records:
Htt clearance | Htt clearance grain fraction | Compound
-64 | 35 | c1coc(-c2nnc3n2C2(CCCC2)Cc2ccccc2-3)c1
-23 | 23 | COc1ccc(CSc2nc(N3CCOCC3)c3c(c2C#N)CC(C)(C)OC3)cc1
5 | 39 | CCS(=O)(=O)NCC(c1cccnc1)N1CCN(c2ccccc2)CC1 (stereo not given)
29 | 15 | N#CC(c1ccc(Cl)nn1)c1ccccc1Cl (stereo not given)
48 | 9.3 | O=C(NCc1ccco1)C(c1cccs1)N(C(=O)Cc1cccs1)c1ccccc1 (stereo not given)
37 | 27 | COc1ccc(OC)c(C2C(C(=O)O)c3ccccc3C(=O)N2C)c1 (stereo not given)
33 | 14 | COC(=O)c1ccc(C)c(NC(=O)CN(c2ccc3c(c2)OCO3)S(C)(=O)=O)c1
-36 | 51 | CNC(=O)c1nnn(Cc2ccccc2)c1NC(=O)C(F)(F)F
3 | 32 | CC(Oc1ccc(Cl)cc1Cl)C(=O)N(Cc1ccco1)C1CCS(=O)(=O)C1 (stereo not given)
-7 | 18 | Cn1c(=O)[nH]c(=O)c2c1nc(N1CCCCC1)n2CCCSc1nc2ccccc2s1
16 | 17 | NC(=O)COc1ccc2c3c(c(=O)oc2c1)CCCCC3
-11 | 22 | CN(C)/C=N/c1cnc(C(=O)c2ccc(Cl)cc2)n1C
68 | 12 | O=C(c1ccc(COc2ccccc2[N+](=O)[O-])o1)N1CCCCCC1
58 | 8.3 | O=c1cc(NCc2ccco2)c2ccccc2o1
0 | 16 | CSc1ccccc1C(=O)NC1CCCCCC1
-5 | 37 | CCOc1cccc(C(=O)Nc2ccccc2N2CCN(C(=O)C(C)C)CC2)c1
-11 | 44 | COCc1nnc(NC(=O)CC(c2ccccc2)c2ccccc2)s1
63 | 6.7 | Cc1ccc(C2CC(=O)NC(SCc3ccccc3)=C2C#N)cc1 (stereo not given)
21 | 31 | CCCOc1nnnn1-c1ccccc1
14 | 16 | CCCC(=O)NC1=C(C#N)C2(CCCC2)Cc2ccccc21
24 | 28 | Cc1ccc2nc(NC(=O)C3CCN(S(=O)(=O)c4cccs4)CC3)sc2c1
-54 | 30 | Cc1ccc(S(=O)(=O)C2CS(=O)(=O)CC2O)cc1 (stereo not given)
-36 | 27 | COc1ccc(C(=O)Nc2nc(N3C(=O)c4ccccc4C3=O)n(-c3ccccc3)n2)cc1
-6 | 42 | COc1cc(/C=N/n2cnnc2)ccc1OCCOc1ccccc1
0 | 39 | OCCCCCN=c1cc(-c2ccccc2)oc2ccc(Cl)cc12
6 | 29 | Cc1ccc([N+](=O)[O-])cc1NC(=S)NC(=O)CC(C)(C)C
14 | 15 | O=c1[nH]c2ccccc2nc1NCCN1CCOCC1
